CHO-K1 Ca ag: M1 agonist counterscreen hit in parental CHO-K1 cells. Fluo-8 calcium fluorescence; scaled to maximal ATP response, vehicle zero. AID 602248. activation, % at 3 µM. 360,000 tested, 0.48% active; in the data active means activation above about 15%;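 further: untransfected CHO-K1 host cells lacking M1 receptor as counterscreen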
CHRM1 antagonist: human CHRM1 antagonism | CHO-K1 hM1, Fluo-8 calcium fluorescence, ACh EC80 antagonist | inhibition, % at 3 µM | P11229 | 360,000 tested, 1.3% active;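 active means percent inhibition above its own plate's cutoff, namely the mean of that plate's compound wells plus 3 SD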;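 further: peak over basal fluorescence ratio during 140 s after agonist addition; 0% = ACh EC80 plus DMSO and 100% = DMSO alone without agonist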
Target sequence (P11229 whole entry, looked up): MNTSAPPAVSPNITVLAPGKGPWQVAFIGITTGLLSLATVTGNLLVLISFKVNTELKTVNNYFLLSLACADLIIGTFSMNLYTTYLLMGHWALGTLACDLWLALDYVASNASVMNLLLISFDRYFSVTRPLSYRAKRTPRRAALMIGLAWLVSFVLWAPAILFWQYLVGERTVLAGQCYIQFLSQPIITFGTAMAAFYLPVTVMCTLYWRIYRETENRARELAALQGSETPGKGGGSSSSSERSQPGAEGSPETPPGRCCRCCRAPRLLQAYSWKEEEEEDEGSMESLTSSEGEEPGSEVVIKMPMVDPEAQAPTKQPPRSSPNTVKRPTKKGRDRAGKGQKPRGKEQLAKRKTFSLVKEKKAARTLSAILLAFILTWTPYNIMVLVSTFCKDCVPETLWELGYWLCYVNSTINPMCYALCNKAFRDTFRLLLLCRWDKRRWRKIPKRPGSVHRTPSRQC
CHO parental Ca: counter-screen for OX1R antagonists: effect in parental CHO cells; 330,000 tested, 0.63% active; inhibition, % at 5.6 µM; parental CHO-K1, ATP-induced calcium, Fluo-8 fluorescence;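 active means inhibition above that plate's mean sample inhibition plus 3 SD, cut at about 26% in these data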;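 further: 0% = ATP-challenged DMSO wells and 100% = DMSO wells without ATP; some compounds past the cut are filed as inactive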
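Material: parental CHO cells / Compound: single nominal dose of 5.6 µM per compound / Signal: Fluo-8 fluorescence / Replicates: singlicate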
CHO-K1 Ca antag: nonselective inhibitor or artifact in parental CHO-K1 cells; ATP-induced calcium, Fluo-8 fluorescence; inhibition, % at 3 µM; 360,000 tested, 0.6% active;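 active means inhibition above a per-plate cutoff, the plate's mean sample inhibition plus 3 SD, cut at about 24% in these data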;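 further: 0% = DMSO plus EC80 ATP and 100% = DMSO alone without ATP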
CHRM4 antagonist: CHRM4 antagonism in calcium assay; P08173; CHO-hM4 cells, ACh EC80, Fluo-8 calcium fluorescence; inhibition, % at 3 µM; 360,000 tested, 0.73% active; AID 624125;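 active means inhibition above its plate's cutoff, the mean inhibition of sample wells plus 3 SD, cut at about 27% in these data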;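 further: 0% = acetylcholine EC80 with DMSO and 100% = DMSO without agonist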
Target sequence (P08173 whole entry, looked up): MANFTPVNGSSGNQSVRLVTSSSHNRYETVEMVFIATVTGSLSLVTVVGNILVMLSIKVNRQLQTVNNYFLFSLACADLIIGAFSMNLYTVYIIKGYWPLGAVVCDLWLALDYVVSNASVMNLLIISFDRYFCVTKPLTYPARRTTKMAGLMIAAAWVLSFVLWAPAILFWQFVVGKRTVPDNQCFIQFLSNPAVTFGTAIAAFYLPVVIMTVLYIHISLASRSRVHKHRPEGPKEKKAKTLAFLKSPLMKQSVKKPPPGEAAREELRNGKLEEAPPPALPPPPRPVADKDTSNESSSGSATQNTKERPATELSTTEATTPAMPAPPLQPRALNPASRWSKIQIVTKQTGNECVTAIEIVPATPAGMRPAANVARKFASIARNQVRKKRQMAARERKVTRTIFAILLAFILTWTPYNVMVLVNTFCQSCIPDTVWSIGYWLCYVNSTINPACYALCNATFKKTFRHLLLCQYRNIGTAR
M1 ag: activates human CHRM1 receptor; P11229; CHO-K1 hM1, Fluo-8 calcium fluorescence, agonist mode; 0% DMSO, 100% acetylcholine EC100; activation, % at 3 µM; 360,000 tested, 0.33% active; AID 588814;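 active means activation above the run's mean compound activation plus 3 SD, cut at about 16% in these data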;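 further: peak over basal fluorescence ratio within a 140 s kinetic read after compound addition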
CHRM1 PAM: positive allosteric modulators of human M1 muscarinic receptor | CHO-K1 hM1, Fluo-8 calcium fluorescence, ACh EC20; 0% = ACh EC20, 100% = maximal ACh | 360,000 tested, 0.088% active | activation, % at 3 µM | P11229 | AID 588819; in the data active means activation above about 19%, passing the limit was not always enough
OXTR potentiator: potentiates the human oxytocin receptor response. P30559. CHO-OTR cells, Fluo-8 calcium fluorescence, potentiator mode; 0% = oxytocin EC15, 100% = EC100. activation, % at 3 µM. 320,000 tested, 0.061% active. AID 2445;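 active means activation above that plate's cutoff, the mean activation of tested compounds plus 3 SD, cut at about 6.6% in these data, passing the limit was not always enough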;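 further: 100% uses oxytocin at 75 nM as the full agonist control; some results filed as inactive read as strong as hits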
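System: human OTR in CHO cells / Also added: sub-maximal oxytocin, roughly EC15 / Control set: EC15 oxytocin low, 75 nM oxytocin high / Schedule: 6 min compound pre-incubation at room temperature, 100 s kinetic read / Compound: single-point 3.0 µM / Replication: singlicate / Technique: Fluo-8 calcium dye fluorescence / Read-out basis: % activation of max/min ratio relative to oxytocin controls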
CHRM4 agonist: agonists of human muscarinic M4 receptor (CHRM4); P08173; activation, % at 3 µM; 360,000 tested, 0.14% active; CHO-K1 hM4/Gqi5, Fluo-8 calcium fluorescence; vehicle 0%, full acetylcholine response 100%;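 active means activation above the run mean over all test wells plus 3 SD, cut at about 32% in these data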;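 further: peak over basal fluorescence ratio per well then scaled between controls; 0% = DMSO wells and 100% = acetylcholine at EC100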
The depositor's hits bear a star.

`C=CCOc1c(Br)cc(/C=C2/NC(=S)N(C(C)=O)C2=O)cc1OC` gave CHO-K1 Ca ag 0.9, CHRM1 antagonist 1.4, CHO parental Ca -6.1, CHO-K1 Ca antag 2.3, CHRM4 antagonist -11.1, M1 ag -3.5, CHRM1 PAM 1.3, OXTR potentiator 1.3 and CHRM4 agonist 1.3.
For COc1ccc(-c2csc(Nc3cccc(C)n3)n2)cc1C the results were CHO-K1 Ca ag 0.3, CHRM1 antagonist -10.4, CHO-K1 Ca antag -11.4, CHRM4 antagonist -13.2, M1 ag -3.1, CHRM1 PAM 0.9 and CHRM4 agonist -0.5.
For CCN1CCN(C(=O)NS(=O)(=O)c2ccc(C)cc2)CC1 the results were CHO-K1 Ca ag 0.8, CHRM1 antagonist -2.6, CHO-K1 Ca antag -4.3, CHRM4 antagonist 6.3, M1 ag -6.1, CHRM1 PAM 4.1 and CHRM4 agonist 0.6.
Screening O=C(O)CN1C(=O)C2(OCCCO2)c2ccccc21 returned CHO-K1 Ca ag 0.8, CHRM1 antagonist -7.3, CHO parental Ca -1.9, CHO-K1 Ca antag -7.5, CHRM4 antagonist 6.0, M1 ag -4.0, CHRM1 PAM 6.8, OXTR potentiator 1.1 and CHRM4 agonist 0.2.
Screening O=C1c2ccccc2C(O)(c2ncc[nH]2)N1C1CCCCC1 (stereo not given) returned CHO-K1 Ca ag 0.6, CHRM1 antagonist -17.6, CHO parental Ca 0.3, CHO-K1 Ca antag -9.2, CHRM4 antagonist 0.9, M1 ag -0.3, CHRM1 PAM 12.2, OXTR potentiator -8.1 and CHRM4 agonist 0.5.
`CC(C)(C)S(=O)(=O)N1C[C@@H]2CC/C=C\C/C(c3ccccc3)=C\2[C@H]1CCO` gave CHO-K1 Ca ag 0.8, CHRM1 antagonist -11.6, CHO-K1 Ca antag -6.3, CHRM4 antagonist -4.6, M1 ag -5.2, CHRM1 PAM 4.0 and CHRM4 agonist -0.7.
For O=C(CSc1ccc2c(c1)OCCO2)Nc1ccc(Cl)cn1 the results were CHO-K1 Ca ag 2.1, CHRM1 antagonist -12.1, CHO parental Ca -12.4, CHO-K1 Ca antag -7.5, CHRM4 antagonist 3.8, M1 ag -4.1, CHRM1 PAM 2.0, OXTR potentiator 2.8 and CHRM4 agonist 2.3.
Screening O=C(CN1C(=O)NC(c2ccccc2)(c2ccccc2)C1=O)NCCNCCO returned CHO-K1 Ca ag 0.6, CHRM1 antagonist -10.2, CHO parental Ca -2.3, CHO-K1 Ca antag -12.1, CHRM4 antagonist 8.8, M1 ag -4.1, CHRM1 PAM 8.5, OXTR potentiator -11.1 and CHRM4 agonist -0.3.
`C=CCc1cccc2ccc(=O)oc12` gave CHO-K1 Ca ag 0.2, CHRM1 antagonist -12.3, CHO parental Ca 2.4, CHO-K1 Ca antag -0.9, CHRM4 antagonist 4.3, M1 ag -3.2, CHRM1 PAM 4.6, OXTR potentiator -3.7 and CHRM4 agonist 0.2.
C[C@@H]1CN([C@@H](C)CO)C(=O)CCCn2nncc2CO[C@@H]1CN(C)S(=O)(=O)c1ccccc1C#N was read as CHO-K1 Ca ag -0.1, CHRM1 antagonist -3.6, CHO-K1 Ca antag -7.0, CHRM4 antagonist -20.9, M1 ag -8.9, CHRM1 PAM 2.0 and CHRM4 agonist 2.5.
O=C(Nc1ccccc1Cl)NN1CCCCCC1 was read as CHO-K1 Ca ag 4.4, CHRM1 antagonist 2.4, CHO-K1 Ca antag -19.4, CHRM4 antagonist -3.7, M1 ag 9.9, CHRM1 PAM 17.8 and CHRM4 agonist -1.6.
CC(=O)n1cc([C@@H]2C=C(C(=O)N3CCOCC3)O[C@H](OCCCCO)C2)c2ccccc21 was read as CHO-K1 Ca ag -0.1, CHRM1 antagonist -14.8, CHO parental Ca -13.1, CHO-K1 Ca antag -12.3, CHRM4 antagonist -6.2, M1 ag -2.0, CHRM1 PAM 8.5, OXTR potentiator -2.8 and CHRM4 agonist 0.7.
Screening O=C(CSc1nnc(-c2ccncc2)n1-c1ccc(F)cc1)NC(=O)NCc1ccco1 returned CHO-K1 Ca ag 0.3, CHRM1 antagonist -18.8, CHO parental Ca -8.3, CHO-K1 Ca antag -18.7, CHRM4 antagonist 9.5, M1 ag -2.7, CHRM1 PAM 0.2, OXTR potentiator -7.9 and CHRM4 agonist 1.0.
For COc1ccccc1-c1cccc(-c2nc(C(=O)Nc3nccs3)cc3c2[C@@H](CCO)N(C(C)=O)C3)c1 the results were CHO-K1 Ca ag 7.6, CHO-K1 Ca antag 10.2, CHRM4 antagonist 19.2 and CHRM4 agonist 26.1.
For OC1(c2ccc(Br)cc2)CCN(Cc2cccc(Br)c2)CC1 the results were CHO-K1 Ca ag 0.9, CHRM1 antagonist 35.2*, CHO parental Ca -17.9, CHO-K1 Ca antag -8.9, CHRM4 antagonist 21.9, M1 ag 4.8, CHRM1 PAM -17.0, OXTR potentiator -12.2 and CHRM4 agonist 2.5.
For COc1cccc(CC(=O)OC(C)C(=O)Nc2ncc(Cl)cc2Cl)c1 (stereo not given) the results were CHO-K1 Ca ag -0.1, CHRM1 antagonist -12.8, CHO parental Ca -24.7, CHO-K1 Ca antag -10.3, CHRM4 antagonist -22.3, M1 ag -3.1, CHRM1 PAM 7.3, OXTR potentiator -2.1 and CHRM4 agonist 2.8.
O=C1/C(=C/c2cccc3ccccc23)CCCc2ccccc21 was read as CHO-K1 Ca ag 0.1, CHRM1 antagonist 11.7, CHO parental Ca -21.4, CHO-K1 Ca antag 3.9, CHRM4 antagonist -4.2, M1 ag -2.4, CHRM1 PAM -3.4, OXTR potentiator -6.2 and CHRM4 agonist -1.4.
For Cc1c(N=Nc2ccc(O)cc2)c(=O)n(-c2ccccc2)n1C the results were CHO-K1 Ca ag 0.3, CHRM1 antagonist 2.3, CHO parental Ca -7.5, CHO-K1 Ca antag 2.9, CHRM4 antagonist -2.3, M1 ag -5.9, CHRM1 PAM 2.4, OXTR potentiator -11.4 and CHRM4 agonist 0.2.
`O=C(CN1C(=O)C2C3C=CC(C3)C2C1=O)Nc1nc(-c2ccccn2)cs1` (stereo not given) gave CHO-K1 Ca ag 3.3, CHRM1 antagonist -6.2, CHO parental Ca -11.1, CHO-K1 Ca antag -4.5, CHRM4 antagonist -3.7, M1 ag -1.2, CHRM1 PAM 5.4, OXTR potentiator -11.2 and CHRM4 agonist 9.8.
`O=C(C[C@@H]1C/C=C\CCC(=O)OC[C@@H]2CCCN2C1=O)N[C@@H](CO)Cc1ccccc1` gave CHO-K1 Ca ag 0.5, CHRM1 antagonist -29.2, CHO parental Ca -10.8, CHO-K1 Ca antag -8.6, CHRM4 antagonist 7.5, M1 ag 2.0, CHRM1 PAM 19.3, OXTR potentiator 1.2 and CHRM4 agonist -1.4.
CC(C)S(=O)(=O)c1csc(C(=O)Nc2ccc(F)cc2)c1N was read as CHO-K1 Ca ag 21.4*, CHRM1 antagonist -4.6, CHO parental Ca -25.9, CHO-K1 Ca antag 4.3, CHRM4 antagonist -0.5, M1 ag 6.9, CHRM1 PAM 9.0, OXTR potentiator -3.8 and CHRM4 agonist 2.9.
COC(=O)/C(C#N)=C1/SC=C(C)N1c1ccccc1 was read as CHO-K1 Ca ag 0.1, CHRM1 antagonist -14.0, CHO parental Ca -1.9, CHO-K1 Ca antag -7.5, CHRM4 antagonist -0.4, M1 ag -3.2, CHRM1 PAM 0.9, OXTR potentiator -8.3 and CHRM4 agonist 0.1.
For COc1ccc(NC(=O)CN(C)S(=O)(=O)c2ccccc2)c([N+](=O)[O-])c1 the results were CHO-K1 Ca ag 0.3, CHRM1 antagonist -1.2, CHO parental Ca -12.6, CHO-K1 Ca antag -14.9, CHRM4 antagonist 3.1, M1 ag -2.5, CHRM1 PAM -1.6, OXTR potentiator -8.5 and CHRM4 agonist 0.8.
`CN(C)/N=C/c1ccc([N+](=O)[O-])cc1[N+](=O)[O-]` gave CHO-K1 Ca ag 1.0, CHRM1 antagonist -1.0, CHO parental Ca -2.0, CHO-K1 Ca antag -15.8, CHRM4 antagonist -0.7, M1 ag -3.2, CHRM1 PAM 5.4, OXTR potentiator -12.6 and CHRM4 agonist -0.1.
Screening CCc1ccc(S(=O)(=O)c2nnn3c2nc(NCCNC(C)=O)c2ccccc23)cc1 returned CHO-K1 Ca ag -0.1, CHRM1 antagonist -10.5, CHO parental Ca -14.6, CHO-K1 Ca antag -2.5, CHRM4 antagonist -11.8, M1 ag -4.6, CHRM1 PAM 14.1, OXTR potentiator -15.5 and CHRM4 agonist 0.3.
For CC(C)n1cnc2c(=S)nc[nH]c21 the results were CHO-K1 Ca ag 1.0, CHRM1 antagonist -8.9, CHO parental Ca -0.7, CHO-K1 Ca antag -15.9, CHRM4 antagonist -8.3, M1 ag 3.0, CHRM1 PAM -4.3, OXTR potentiator -1.1 and CHRM4 agonist 0.4.
COc1ccc(NC(=O)N(CCO)Cc2cc3c(C)cc(C)cc3[nH]c2=O)cc1 was read as CHO-K1 Ca ag 0.5, CHRM1 antagonist -1.0, CHO parental Ca -30.4, CHO-K1 Ca antag -6.9, CHRM4 antagonist 5.4, M1 ag -4.6, CHRM1 PAM 5.7, OXTR potentiator -6.7 and CHRM4 agonist 0.2.
For OCCN1CCN(CC(O)COC(c2ccc(F)cc2)c2ccc(F)cc2)CC1 (stereo not given) the results were CHO-K1 Ca ag 0.7, CHRM1 antagonist -5.4, CHO parental Ca -5.2, CHO-K1 Ca antag -9.2, CHRM4 antagonist 5.5, M1 ag -7.1, CHRM1 PAM 5.9, OXTR potentiator -9.7 and CHRM4 agonist 1.1.
`O=C1CC(N2CCN(c3ccc(F)cc3)CC2)C(=O)N1Cc1ccccc1` (stereo not given) gave CHO-K1 Ca ag 1.3, CHRM1 antagonist -12.6, CHO parental Ca -4.9, CHO-K1 Ca antag -10.6, CHRM4 antagonist -13.7, M1 ag -2.5, CHRM1 PAM 4.6, OXTR potentiator -4.8 and CHRM4 agonist 1.9.
For CC(=O)O/N=C(/c1nonc1N)N1CCN(c2ccc([N+](=O)[O-])cc2Cl)CC1 the results were CHO-K1 Ca ag -0.2, CHRM1 antagonist -3.2, CHO parental Ca -9.0, CHO-K1 Ca antag 0.8, CHRM4 antagonist -14.3, M1 ag -5.9, CHRM1 PAM 1.8, OXTR potentiator -3.7 and CHRM4 agonist 1.5.
Screening CCOc1cc(C2/C(=C(/O)c3ccc(OC(C)C)cc3)C(=O)C(=O)N2CCCOC)ccc1O (stereo not given) returned CHO-K1 Ca ag 0.5, CHRM1 antagonist -10.2, CHO parental Ca -7.4, CHO-K1 Ca antag -3.3, CHRM4 antagonist 6.3, M1 ag -1.4, CHRM1 PAM 9.5, OXTR potentiator -1.3 and CHRM4 agonist 0.6.
`O=C(c1ccccc1)N1CCN(C(=O)c2nn3c(C(F)(F)F)cc(-c4ccccc4)nc3c2Br)CC1` gave CHO-K1 Ca ag 0.4, CHRM1 antagonist 2.3, CHO parental Ca -12.0, CHO-K1 Ca antag -11.6, CHRM4 antagonist 4.9, M1 ag -4.2, CHRM1 PAM 1.3, OXTR potentiator -7.6 and CHRM4 agonist -0.5.

Compound activity deposited in PubChem by The Scripps Research Institute Molecular Screening Center.
